LYPLA1 counter: LYPLA1 (human) inhibition in PME1 counter-screen; O75608; 320,000 tested, 0.16% active; inhibition, % at 5.9 µM; recombinant LYPLA1, FP-Rh probe fluorescence polarization;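 active = inhibition above the mean of all tested compounds plus 3 SD, set per campaign, cut at about 14% in these data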;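 also: inhibitors block serine hydrolase probe labeling of LYPLA1 so polarization falls; 0% = enzyme with DMSO and 100% = wells lacking LYPLA1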
LYPLA2 counter: blocks human lysophospholipase 2, a PME1 counter-screen; 320,000 tested, 0.38% active; recombinant LYPLA2, FP-Rh probe fluorescence polarization; O95372; inhibition, % at 5.9 µM;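 active = inhibition above the screen-wide mean plus 3 SD, limit set per campaign, cut at about 26% in these data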;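 also: 0% = LYPLA2 with DMSO and 100% = wells lacking LYPLA2 enzyme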
Target sequence (O95372 whole entry, looked up): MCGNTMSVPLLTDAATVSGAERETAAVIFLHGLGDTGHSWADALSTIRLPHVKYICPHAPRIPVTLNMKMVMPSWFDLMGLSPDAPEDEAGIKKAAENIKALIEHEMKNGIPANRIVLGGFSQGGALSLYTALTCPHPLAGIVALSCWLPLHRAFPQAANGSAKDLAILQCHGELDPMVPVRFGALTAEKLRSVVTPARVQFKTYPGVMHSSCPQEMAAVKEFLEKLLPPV
PAD4 inh: PAD4 (human) enzyme inhibition. Q9UM07. recombinant PAD4, RCA probe fluorescence polarization. inhibition, % at 6.36 µM. 330,000 tested, 0.41% active. AID 485272;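 active = percent inhibition above a cutoff equal to the mean of all tested compounds plus 3 SD, cut at about 15% in these data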;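 also: 0% = PAD4 with RCA probe and DMSO and 100% = probe without PAD4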
pPAFAH inh: pPAFAH (human) enzyme inhibition; Q13093; 330,000 tested, 1.5% active; recombinant pPAFAH, FP-rhodamine probe fluorescence polarization; AID 463082; inhibition, % at 3.39 µM;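 active = inhibition above the mean inhibition across the screen plus 3 SD, cut at about 25% in these data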;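 also: inhibitors block binding of the rhodamine activity-based probe so polarization drops; 0% = enzyme with DMSO and 100% = wells lacking pPAFAH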
PME-1 inh: PME-1 (human) inhibition; 320,000 tested, 0.53% active; inhibition, % at 5.9 µM; recombinant PME-1, FP-Rh probe fluorescence polarization;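 active = inhibition above the campaign mean of all compounds plus 3 SD, cut at about 26% in these data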;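 also: competitive labeling of PME-1 active site by serine hydrolase directed probe; 0% = PME-1 with DMSO and 100% = wells lacking PME-1 enzyme; inhibitors block probe labeling so polarization falls and inhibition rises; many of its hits are not listed in these tables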
Target sequence (Q9Y570 whole entry, looked up): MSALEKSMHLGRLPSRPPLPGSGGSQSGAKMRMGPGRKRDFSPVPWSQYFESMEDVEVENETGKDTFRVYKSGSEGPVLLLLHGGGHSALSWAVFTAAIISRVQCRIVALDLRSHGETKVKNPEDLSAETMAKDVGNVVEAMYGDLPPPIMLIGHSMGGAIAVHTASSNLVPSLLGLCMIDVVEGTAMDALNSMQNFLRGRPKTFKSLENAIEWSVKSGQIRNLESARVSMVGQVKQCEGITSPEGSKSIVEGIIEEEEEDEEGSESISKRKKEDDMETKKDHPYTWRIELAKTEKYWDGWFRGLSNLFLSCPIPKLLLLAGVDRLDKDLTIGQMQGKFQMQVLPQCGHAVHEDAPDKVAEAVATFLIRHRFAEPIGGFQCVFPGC
PAFAH1B2 inh: inhibitors of human PAFAH1B2. recombinant PAFAH1B2, FP-rhodamine activity probe, fluorescence polarization. P68402. inhibition, % at 3.39 µM. 340,000 tested, 1.2% active;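 active = inhibition above the mean of all tested compounds plus 3 SD, cut at about 24% in these data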;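 also: 0% = enzyme with DMSO and 100% = wells lacking PAFAH1B2; many of its hits are not listed in these tables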
Target sequence (P68402 whole entry, looked up): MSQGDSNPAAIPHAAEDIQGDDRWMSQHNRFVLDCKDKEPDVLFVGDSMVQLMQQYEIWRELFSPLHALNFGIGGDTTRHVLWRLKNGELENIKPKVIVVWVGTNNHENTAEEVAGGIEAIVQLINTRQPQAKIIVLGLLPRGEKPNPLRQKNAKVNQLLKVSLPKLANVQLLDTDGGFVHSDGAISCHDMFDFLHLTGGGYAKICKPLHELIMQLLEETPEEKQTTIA
PREPL inhibitor: inhibitors of human prolyl oligopeptidase-like enzyme PREPL | recombinant PREPL, fluorescence polarization activity-based probe | inhibition, % at 5.96 µM | 320,000 tested, 0.68% active; in the data active = inhibition above about 43%;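 also: 0% = enzyme with DMSO and 100% = wells lacking enzyme; many of its hits are not listed in these tables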
PAFAH1B3 FP inh: blocks human PAF acetylhydrolase 1B catalytic subunit 3. inhibition, % at 3.39 µM. AID 492972. recombinant PAFAH1B3, FP-rhodamine probe, fluorescence polarization. Q15102. 340,000 tested, 0.28% active;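 active = inhibition above the screen-wide average of all tested compounds plus 3 SD, cut at about 25% in these data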;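 also: 0% = enzyme with DMSO only and 100% = wells lacking PAFAH1B3 protein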
GSTO1 counter: GSTO1 inhibition, counter-screen for RBBP9 inhibitors. P78417. recombinant GSTO1, activity-based probe fluorescence polarization. inhibition, % at 5.96 µM. 300,000 tested, 1.1% active. AID 1974;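 active = inhibition above the campaign mean inhibition plus 3 SD, cut at about 35% in these data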;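 also: 0% = GSTO1-1 with DMSO and 100% = wells lacking GSTO1-1 enzyme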
Active calls of the source: *; · = not tested or not shown. These rows are one share of the data; the hit share may differ from the screen's.

SMILES | LYPLA1 counter | LYPLA2 counter | PAD4 inh | pPAFAH inh | PME-1 inh | PAFAH1B2 inh | PREPL inhibitor | PAFAH1B3 FP inh | GSTO1 counter
COc1ccc(C(=O)N2CCN(S(=O)(=O)c3ccc(C)cc3C)CC2)cc1OC | -1 | 4 | 3 | 0 | 7 | 0 | 5 | 5 | -1
O=C(O)C(c1ccccc1)N1C(=O)c2ccccc2C1=O (stereo unspecified) | 5 | 8 | 2 | 2 | 5 | -2 | 4 | -4 | 8
CCOc1ccccc1C(=O)OCC(=O)Nc1cc(S(=O)(=O)N2CCOCC2)ccc1C | 0 | -5 | 4 | 0 | 15 | 2 | 5 | -1 | ·
CCOC(=O)c1c(C)n(C)c2ccc(OCC(O)CNCCc3ccccc3)cc12 (stereo unspecified) | -2 | -3 | -12 | -9 | -3 | 6 | 43 | 9 | 8
CCOc1ccc(CN2CCCC(CO)(Cc3ccccc3F)C2)cc1 (stereo unspecified) | 1 | 0 | 1 | 1 | 2 | 0 | 11 | -3 | 7
CCN1CCN(CCCNC(=O)C2CCCN(c3nc4c(C)cc(C)cc4s3)C2)CC1 (stereo unspecified) | 0 | 4 | -3 | -1 | -5 | 7 | 30 | 1 | 4
O=c1c(-c2ccco2)[n+]([O-])c2ccccc2n1OCc1ccccc1[N+](=O)[O-] | -2 | -5 | -3 | 1 | 3 | 2 | 7 | 7 | 17
Cc1cc(C)nc(/N=C(\N)Nc2ccccc2-c2ccccc2)n1 | 2 | 2 | 0 | -3 | -2 | 4 | 32 | 12 | -1
COc1ccccc1CNC(=O)[C@@H]1CCCN1S(=O)(=O)c1ccc(C)cc1 | 1 | 8 | -4 | 2 | 3 | 2 | 17 | 13 | 5
CCOC(=O)c1c(NC(=O)CSc2nnc(C)s2)sc2c1CCN(C)C2 | -3 | 1 | 0 | 7 | -3 | -2 | 17 | 6 | 3
CC(NC(=O)CN1CCN(c2cccc(Cl)c2)CC1)c1ccccc1 (stereo unspecified) | 2 | 2 | -6 | -6 | 6 | 3 | -7 | -1 | -1
Cn1nccc1NC(=O)c1nccnc1C(=O)O | 2 | 3 | 10 | 6 | 9 | 4 | 12 | 5 | -5
Cc1ccc(NC(=O)NC2CC(=O)N(c3ccc4c(c3)OCCO4)C2)c(C)c1 (stereo unspecified) | 0 | -4 | 3 | 0 | 3 | 0 | -2 | 6 | 0
CCc1ccccc1N1CCN(S(=O)(=O)c2ccc(F)c(C)c2)CC1 | 0 | -11 | -1 | -5 | -6 | 10 | 9 | 6 | -2
CCCNC(=O)Nc1ccc2c(c1)nc(C)n2C | -4 | 1 | -4 | 7 | 0 | 8 | -1 | -7 | -2
O=C(Nc1c2c(nc3ccccc13)CCCC2)c1cccc([N+](=O)[O-])c1 | -1 | 10 | 1 | 3 | 1 | -1 | 10 | 1 | 5
CC(=O)Nc1ccc(S(=O)(=O)NCc2nc(-c3ccccc3)no2)cc1 | 4 | 7 | 2 | 5 | -3 | 1 | -3 | 6 | 13
C=CCNC(=O)c1cc(-c2cccnc2)nc2ccccc12 | 2 | -4 | -7 | 8 | 0 | 8 | 2 | 10 | -3
C[C@@H]1CN([C@H](C)CO)C(=O)c2cc(NC(=O)c3ccncc3)ccc2O[C@@H]1CN(C)C(=O)Nc1ccccc1 | · | · | -5 | 1 | · | -1 | 14 | -6 | ·
COC(=O)[C@@]12CCCCN1[C@H](c1ccc(-c3cccc(Cl)c3)c(OC)c1)[C@@H]1C(=O)N(C)C(=O)[C@@H]12 | -3 | 8 | 3 | 6 | -2 | 0 | 9 | 2 | 1
c1ccc(-c2[nH]ncc2-c2nc3ccccc3[nH]2)cc1 | -1 | 4 | -2 | 4 | 6 | 1 | 1 | -1 | -1
COc1ccc(N(Cc2ccccc2)C(=O)c2ccccc2[N+](=O)[O-])cc1 | 0 | 2 | 2 | 1 | 6 | 3 | 0 | 4 | -8
CCCCN(Cc1ccco1)C(=O)C1CCCN(c2ncnc3c2nc2n3CCCCC2)C1 (stereo unspecified) | -2 | -1 | 2 | 15 | -5 | 6 | 5 | 6 | 8
Cc1[nH]c2ccc(C(=O)N3CCN(C)CC3)cc2c1C | 2 | 4 | 4 | -4 | -8 | 6 | -6 | 8 | -2
CCOC(=O)CNC(=O)c1ccc(Cl)s1 | 0 | -4 | -5 | 22 | 1 | 2 | 8 | 5 | 2

Next part:
SMILES | LYPLA1 counter | LYPLA2 counter | PAD4 inh | pPAFAH inh | PME-1 inh | PAFAH1B2 inh | PREPL inhibitor | PAFAH1B3 FP inh | GSTO1 counter
CC(=O)c1c(N2CCOCC2)nc(=S)n(-c2cc(C)ccc2C)c1C | 0 | 0 | -2 | -10 | -3 | 4 | 23 | 2 | 15
COc1ccc(Nc2nc(C)nc3sc4c(c23)CCC4)cc1O | -4 | -6 | -1 | -6 | -1 | · | 19 | · | 21
Cc1cccc(C)c1N1C(=O)CN(Cc2ccccc2)C1=S | -2 | -4 | -2 | 3 | -2 | 0 | -6 | 14 | 10
Cc1cccc(NC(=O)c2c([N+](=O)[O-])c(C(C)(C)C)nn2C)c1 | -2 | 1 | -2 | 23 | 4 | 3 | -3 | -2 | 1
C/C(=N\Nc1cc(N2CCCCC2)nc(C)n1)c1ccc(Br)cc1 | 1 | -2 | -1 | 7 | 5 | -9 | 25 | -2 | 3
O=C(Cn1c(=O)n(CC(=O)NCc2ccccc2)c2ccccc21)NCc1ccccc1 | 2 | -3 | -7 | 3 | -1 | 0 | -11 | 6 | 1
Cc1ccccc1SCC(=O)OCC(=O)NCCNC(=O)COC(=O)CSc1ccccc1C | 1 | 1 | -1 | 20 | -3 | 0 | 4 | -3 | 6
CC(C)N=C1SC(CC(=O)Nc2ccccc2)C(=O)N1C(C)C (stereo unspecified) | -2 | -5 | 0 | 1 | -5 | -1 | 0 | 3 | 6
CN(C(=O)CCN1C(=O)/C(=C/c2ccccc2)SC1=S)C1CCS(=O)(=O)C1 (stereo unspecified) | 1 | 1 | -4 | 2 | 4 | 5 | 25 | 6 | 4
O=C(O)CCCCCNS(=O)(=O)c1ccc2c(c1)OCCO2 | 0 | -3 | 1 | 5 | 3 | 0 | -3 | 11 | 6
CCOc1ccc(-c2nc(-c3ccccc3C)no2)cc1 | 0 | -4 | -3 | 3 | 0 | · | 5 | · | -1
Cc1cccc(N2CCN(C(=O)COc3cc(=O)n(C)c4ccccc34)CC2)c1C | 3 | 3 | -2 | 5 | -7 | 1 | 15 | 3 | -22
COc1cccc(CN(C)C(=O)c2cccc(NC(=O)CC3SC(N4CCCCC4)=NC3=O)c2)c1OC (stereo unspecified) | -4 | -4 | -3 | 2 | 5 | 8 | 4 | 2 | ·
COc1ccccc1NC(=O)CNS(=O)(=O)c1ccccc1 | -1 | 2 | 5 | -2 | 1 | 5 | 6 | 4 | 0
CC(C)CC(=O)Nc1ccc(-c2nc3ccccc3c(=O)[nH]2)cc1 | -2 | 1 | -5 | 2 | -4 | 1 | 4 | -7 | -1
C[C@H](NC(=O)Cc1cccc2ccccc12)C(=O)NCc1ccccc1 | 1 | -4 | -9 | -10 | -1 | 7 | 6 | 2 | 5
O=C(NCC(F)(F)F)c1ccc(S(=O)(=O)N2CCN(C(=O)C3CCCO3)CC2)cc1 (stereo unspecified) | 2 | 8 | -1 | 2 | 1 | 0 | 1 | 2 | ·
N#Cc1c(-c2cccc(Br)c2)cc(-c2ccco2)[nH]c1=O | -4 | 1 | -10 | 45* | -1 | 5 | -5 | 7 | -25
O=C(NC1CC1)c1cc2c(F)cccc2s1 | 3 | 2 | -2 | 2 | -4 | 1 | -7 | -3 | 2
CCN(CC(=O)Nc1cccc(C(C)=O)c1)S(=O)(=O)c1ccc(OC)cc1 | 4 | 8 | -8 | 8 | -7 | 1 | -7 | 6 | 1
O=C(NCc1nnc(SCC(=O)N2CCOCC2)o1)c1c(F)cccc1Cl | 0 | 6 | 4 | 5 | -2 | -1 | 2 | -1 | 2
Cc1onc(-c2ccccc2)c1C(=O)Nc1ccnn1C1CCCCC1 | 4 | 6 | -2 | 9 | -2 | 3 | 5 | -3 | 1
O=CN1CCN(C(=O)c2cc3cc(Cl)ccc3[nH]2)CC1 | -1 | -3 | -6 | 8 | -1 | 4 | 9 | -2 | -12
O=C(COC(=O)CCC(=O)c1cccs1)NCc1ccc(Cl)cc1 | 1 | 0 | -3 | 9 | 1 | 2 | -23 | 13 | 5
CC(C)C(NC(=O)c1ccc(F)cc1)C(=O)NC1(C)CCS(=O)(=O)C1 (stereo unspecified) | 0 | 7 | -1 | 1 | 0 | 2 | -10 | 6 | ·

Next structures
SMILES | LYPLA1 counter | LYPLA2 counter | PAD4 inh | pPAFAH inh | PME-1 inh | PAFAH1B2 inh | PREPL inhibitor | PAFAH1B3 FP inh | GSTO1 counter
C#CCOCCOCCOCCNc1nc(N2CCN(C(=O)[C@H]([C@@H](C)O)n3cc(CCCCN)nn3)CC2)nc(N2CCN(C(=O)[C@H]([C@@H](C)CC)n3cc(CCCCN)nn3)CC2)n1 | 3 | 5 | 1 | -2 | 1 | 5 | 9 | 19 | 1
CN(CC(=O)NCc1ccco1)S(=O)(=O)c1cccc2cccnc12 | -1 | 1 | 4 | 5 | 4 | -3 | -3 | 5 | 8
COc1cccc2cc(C(=O)Nc3cccc(C)n3)c(=O)oc12 | 3 | 5 | 5 | 3 | 1 | 2 | 7 | 5 | 0
CCC(C)[C@H](N)c1cn([C@@H](Cc2cc3ccccc3[nH]2)C(=O)N2CCNCC2)nn1 (stereo partly specified) | 2 | -8 | -3 | -6 | -4 | 4 | 30 | 11 | 0
CC1=CCC(/C=N\Nc2nnc3c(n2)[nH]c2ccccc23)CC1 (stereo unspecified) | -3 | -9 | -3 | 0 | -4 | · | 2 | · | 10
COc1cc2[nH]cc(C(=O)NCCc3ccccc3)c(=O)c2cc1OC | -5 | 1 | -1 | -4 | -6 | 0 | -2 | 6 | 1
O=C(N/C(C(=O)N1CCOCC1)=C(\Sc1ncccn1)c1ccccc1)c1ccccc1 | -1 | 2 | 4 | 3 | -4 | 2 | 0 | 5 | 15
CCn1ccc(C(=O)NC2C(=O)N3C(C(=O)O)=C(C)CSC23)n1 (stereo unspecified) | -1 | 2 | 2 | -4 | -3 | 2 | 16 | 5 | -4
COc1ccc(-c2nc3c4ccccc4ccn3c2CN2CCCCC2)cc1 | 3 | 4 | 1 | 6 | 13 | 3 | 13 | 14 | 10
O=C(c1cc(COc2ccc3ncccc3c2)on1)N1CCCC1 | 0 | 8 | -1 | 4 | 1 | 6 | 0 | 8 | 2

Compound profiles, from the list above. Screens in order: LYPLA1 counter	LYPLA2 counter	PAD4 inh	pPAFAH inh	PME-1 inh	PAFAH1B2 inh	PREPL inhibitor	PAFAH1B3 FP inh	GSTO1 counter
Entry for COc1cc2[nH]cc(C(=O)NCCc3ccccc3)c(=O)c2cc1OC = -5	1	-1	-4	-6	0	-2	6	1
Entry for COc1ccc(-c2nc3c4ccccc4ccn3c2CN2CCCCC2)cc1 = 3	4	1	6	13	3	13	14	10
Entry for CC1=CCC(/C=N\Nc2nnc3c(n2)[nH]c2ccccc23)CC1 (stereo unspecified) = -3	-9	-3	0	-4	·	2	·	10
Entry for CCC(C)[C@H](N)c1cn([C@@H](Cc2cc3ccccc3[nH]2)C(=O)N2CCNCC2)nn1 (stereo partly specified) = 2	-8	-3	-6	-4	4	30	11	0
Entry for O=C(c1cc(COc2ccc3ncccc3c2)on1)N1CCCC1 = 0	8	-1	4	1	6	0	8	2
